MOR-DOR ag: agonists of OPRM1-OPRD1 heterodimerization, primary screen, cell-based, luminescence | cells | activation, % at 9.3 µM | actives 0.3% (n = 340,000) | AID 504326, 2011; in the data active means activation above about 18%;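 further: 0% = vehicle-treated cells and 100% = reference agonist; values of inactives mirror those of a sister screen read the other way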
PKA-R2B activ: activators of PKA-R2B holoenzyme, primary screen, biochemical, fluorescence polarization, Cy5-IP20, human | cAMP-dependent protein kinase catalytic subunit beta (Homo sapiens) + cAMP-dependent … | PKA-R2B holoenzyme dissociation; R2B truncated from residue 108, S112A mutant; 0% DMSO only, 100% 113 µM cGMP | activation, % at 11.4 µM | actives 0.079% (n = 340,000) | AID 504700, 2011;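 active means activation above a cutoff set at the mean over all compounds plus 3 SD, cut at about 18% in these data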;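 further: higher means more holoenzyme dissociation and a rise in polarization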
Target sequence (P31323 whole entry, looked up, other chains not shown, the tested form may be a part): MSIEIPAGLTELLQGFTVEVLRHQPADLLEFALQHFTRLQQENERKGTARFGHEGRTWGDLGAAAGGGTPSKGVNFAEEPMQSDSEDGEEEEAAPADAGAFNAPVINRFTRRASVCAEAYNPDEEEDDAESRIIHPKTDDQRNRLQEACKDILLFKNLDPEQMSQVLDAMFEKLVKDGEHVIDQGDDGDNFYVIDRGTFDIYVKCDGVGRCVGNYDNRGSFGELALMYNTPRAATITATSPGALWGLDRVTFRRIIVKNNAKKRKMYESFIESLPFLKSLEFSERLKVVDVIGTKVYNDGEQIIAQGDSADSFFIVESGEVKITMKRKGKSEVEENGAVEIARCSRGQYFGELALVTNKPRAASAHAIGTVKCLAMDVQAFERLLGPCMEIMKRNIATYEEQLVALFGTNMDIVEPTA
OPRM1-OPRD1 inv: inverse agonists of MOR-DOR heterodimerization, primary screen, cell-based, luminescence | inhibition, % at 9.3 µM | cell-based MOR-DOR heterodimer luminescence, inverse agonism | Mu-type opioid receptor (Homo sapiens) + Delta-type opioid receptor (Homo sapiens), … | AID 504357, 2011 | actives 0.21% (n = 340,000); in the data active means inhibition above about 22%, passing the limit was not always enough;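 further: 0% = cells with DMSO and 100% = wells without cells with DMSO; values of inactives mirror those of a sister screen read the other way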
HTR5A inv ag: HTR5A inverse agonists in luminescence cell assay, primary screen, counter-screen for OPRM1-OPRD1 heterodimer inverse agonist project, full-deck HTS; HTR5A cell line, inverse agonism; inhibition, % at 9.3 µM; actives 0.083% (n = 340,000); 5-hydroxytryptamine receptor 5A (Homo sapiens), P47898; in the data active means inhibition mostly above about 23%, no sharp cut-off; inactive means mostly below about 18%;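 further: 0% = cells with DMSO and 100% = no-cell wells with DMSO; some compounds called inactive have numbers as strong as hits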
Target sequence (P47898 whole entry, looked up): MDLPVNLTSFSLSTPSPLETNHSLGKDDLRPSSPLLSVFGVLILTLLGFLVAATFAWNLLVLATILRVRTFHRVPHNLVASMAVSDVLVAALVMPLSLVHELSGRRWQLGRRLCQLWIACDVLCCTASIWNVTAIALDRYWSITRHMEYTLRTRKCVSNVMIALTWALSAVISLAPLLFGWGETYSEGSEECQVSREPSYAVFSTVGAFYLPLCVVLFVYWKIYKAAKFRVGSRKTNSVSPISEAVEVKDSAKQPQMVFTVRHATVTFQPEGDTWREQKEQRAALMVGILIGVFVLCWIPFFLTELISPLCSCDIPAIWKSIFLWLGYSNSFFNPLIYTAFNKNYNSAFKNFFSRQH
AddAB inh: growth inhibition of E. coli expressing H. pylori AddAB, primary screen, AddAB inhibitor project, absorbance | inhibition, % at 11.9 µM | actives 0.29% (n = 330,000); in the data active means inhibition above about 12%;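 further: 0% = vehicle wells of infected cells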
PKA-R1A act: activators of PKA-R1A holoenzyme, primary screen, biochemical, fluorescence polarization, Cy5-IP20, bovine R1A, mouse PKAc. cAMP-dependent protein kinase type I-alpha regulatory subunit (Bos taurus) + …. AID 504707, 2011. PKA-R1A dissociation; scaled: DMSO 0%, 113 µM cGMP 100%. actives 0.083% (n = 340,000). activation, % at 11.4 µM;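 active means percent activation above the mean of all tested compounds plus 3 SD, cut at about 19% in these data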;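 further: higher means more PKAc released from R1A so a rise in polarization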
Tat transport: E. coli Tat export inhibitors, primary screen, MC4100, TorA-mCherry reporter, fluorescence, single point; inhibition, % at 10 µM; actives 0.036% (n = 340,000);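 active means mean replicate inhibition at least 50% and at least half of replicates individually reaching 50%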;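 further: exported cargo escapes ClpAP degradation while cytoplasmic cargo is degraded and loses fluorescence; 0% = median of neutral control wells and 100% = median of NaSCN control wells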
phage Ecoli inh: growth loss of phage-infected E. coli, primary screen, RecBCD inhibitor project, absorbance, with phage, HTS. inhibition, % at 11.9 µM. actives 0.26% (n = 360,000). AID 651602, 2012; in the data active means inhibition above about 11%
SUMO Mot1 rescue: yeast Mot1-301 growth rescue at high temperature, primary screen, SUMOylation pathway inhibitor project, S. cerevisiae, ATP luminescence, 38.5C | S. cerevisiae Mot1-301 growth rescue; percent above DMSO median, 100 means doubled | growth rescue, % at 18.8 µM | actives 1% (n = 320,000) | AID 2716, 2010;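 active means every valid replicate shows activation above 250% relative to neutral control wells; inactive means the rest, any valid replicate at or below 250%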;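 further: OY570 slx delta 5 strain wells were the positive control but not used for scaling; some compounds called inactive have numbers as strong as hits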
PfHsp90 set2: growth inhibition of PfHsp90-expressing yeast, primary screen, antimalarial PfHsp90 inhibitor project, S. cerevisiae, BacTiter-Glo luminescence, single point, set 2 | BacTiter-Glo ATP, 48 h; yeast lacking PDR1 and PDR3 efflux regulators | inhibition, % at 9.4 µM | actives 0.32% (n = 310,000);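 active means every replicate shows inhibition above about 80%, whatever the replicate mean, limit read from the data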;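 further: 0% = DMSO neutral controls and 100% = 20 µM radicicol positive controls; yeast relying on Plasmodium falciparum Hsp90 in place of its own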
E coli growth: E. coli V3065 growth inhibition, primary screen, counter-screen for AddAB inhibitor project, absorbance, OD600 | 18 h | inhibition, % at 11.9 µM | actives 0.27% (n = 330,000);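 active means inhibition above the campaign's mean inhibition across all tested compounds plus 3 SD, cut at about 9.9% in these data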;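 further: uninfected addAB+ strain grown without phage in ampicillin broth; 0% = DMSO wells and 100% = ciprofloxacin 0.95 µg/ml wells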
* = called active by the depositor; . = not tested or not shown.

Fields: MOR-DOR ag, PKA-R2B activ, OPRM1-OPRD1 inv, HTR5A inv ag, AddAB inh, PKA-R1A act, Tat transport, phage Ecoli inh, SUMO Mot1 rescue, PfHsp90 set2, E coli growth
CCOC(=O)N1CCC(NC(=O)c2ccc(CS(=O)(=O)c3ccc(OC)cc3)o2)CC1
→ 2.0, -5.1, -10.3, -4.8, 2.7, 0.4, -20.6, 3.5, -21.0, 8.8, -0.2
COCC1CCN(Cc2cn[nH]c2-c2cc3ccccc3o2)C1 (stereo unspecified)
→ -3.3, -17.3, 16.1, 2.1, 2.9, 7.3, -16.3, 3.6, -8.5, -6.2, -0.9
CC(=O)Nc1ccccc1C(=O)C(=O)Nc1ccc(C(=O)NCC2CCCO2)cc1 (stereo unspecified)
→ 0.0, 4.0, 0.0, -4.5, 1.8, 1.4, -5.9, 1.9, 916.8*, 5.3, -0.2
CCc1[nH]c(=O)c(C#N)c2c1CSC(C)(C)C2
→ -1.7, -3.8, 9.6, 3.9, 2.5, -4.7, -8.2, ., -10.5, ., 0.0
O=C(N/N=C/c1cccc(O)c1)c1ccc(COc2cccc3cccnc23)cc1
→ 1.4, -1.5, -6.9, -27.6, 0.9, 6.1, 0.2, 2.9, 16.8, -20.1, -0.9
CCn1cnc2c1c(=O)n(CC(=O)Nc1ccc(C(N)=O)cc1)c(=O)n2Cc1ccccc1
→ -2.9, -9.1, 14.9, -14.4, -0.3, -3.9, -3.4, -0.7, -6.4, 7.4, -1.1
CSCCC(NC(=O)c1cncc(Br)c1)C(=O)O (stereo unspecified)
→ -2.0, -2.0, 10.8, 15.1, -0.1, -5.6, 4.2, 0.7, -10.0, -3.8, 0.2
CCOC(=O)C1CCCN(C(=O)c2cc(-c3ccccc3)on2)C1 (stereo unspecified)
→ 0.6, -2.9, -3.6, -13.6, -1.4, 0.2, 8.3, 0.4, -19.3, 13.8, -1.2
CN(CCC#N)C(=O)COC(=O)c1ccccc1C(=O)c1ccc(Cl)c([N+](=O)[O-])c1
→ 1.1, -12.6, -6.0, -1.0, -1.2, -12.3, -0.1, 4.7, 0.8, -15.0, -1.5
c1ccc(-c2onc(-c3ccco3)c2-c2ccc3[nH]ccc3c2)cc1
→ 10.6, 0.0, -56.9, -36.7, 1.1, 17.9, 1.0, 2.3, 239.4, 36.8, 0.0
O=C(CS(=O)(=O)c1ccccc1)NCc1ccco1
→ 0.5, -11.1, -2.2, 0.8, 3.0, -5.0, -5.9, 1.5, -13.9, ., 0.5
COc1ccccc1OCC(=O)N1CCNC1=O
→ -1.6, -3.8, 8.0, -5.7, 0.7, 4.0, -1.4, 0.8, -13.3, 0.2, -0.3
O=C(NCCSC1CCCCC1)c1ccccc1
→ 1.2, -1.1, -8.4, 5.3, 2.7, 0.7, 0.9, 2.3, -12.4, -23.3, -1.5
CCN(CC)CCNC(=S)Nc1ccc2nc3n(c(=O)c2c1)CCCCC3
→ 0.9, -6.6, -4.9, -0.7, 0.2, -3.7, -7.4, -1.5, 5.1, -14.2, -2.9
O=C(O)c1ccc(NC(CSCc2cccc(F)c2)C(=O)O)c([N+](=O)[O-])c1 (stereo unspecified)
→ -3.3, -3.1, 19.5, 11.5, 1.9, 2.4, -14.3, 1.4, 23.3, 14.5, -0.2

Single records, from the list above. Order of values: MOR-DOR ag, PKA-R2B activ, OPRM1-OPRD1 inv, HTR5A inv ag, AddAB inh, PKA-R1A act, Tat transport, phage Ecoli inh, SUMO Mot1 rescue, PfHsp90 set2, E coli growth
O=C(O)c1ccc(NC(CSCc2cccc(F)c2)C(=O)O)c([N+](=O)[O-])c1 (stereo unspecified) across the screens: -3.3, -3.1, 19.5, 11.5, 1.9, 2.4, -14.3, 1.4, 23.3, 14.5, -0.2
c1ccc(-c2onc(-c3ccco3)c2-c2ccc3[nH]ccc3c2)cc1 across the screens: 10.6, 0.0, -56.9, -36.7, 1.1, 17.9, 1.0, 2.3, 239.4, 36.8, 0.0

Continued:
Fields: MOR-DOR ag, PKA-R2B activ, OPRM1-OPRD1 inv, HTR5A inv ag, AddAB inh, PKA-R1A act, Tat transport, phage Ecoli inh, SUMO Mot1 rescue, PfHsp90 set2, E coli growth
CC1CN(CN2C(=O)c3ccccc3C2=O)CC(C)O1 (stereo unspecified)
→ -0.8, -2.1, 4.7, 18.5, 0.6, 2.2, -3.7, 1.7, -10.9, -22.9, 1.6
Cc1cc(C)cc(NC(=O)C2(c3ccccc3)CC2(Cl)Cl)c1 (stereo unspecified)
→ 13.0, 2.7, -65.4, -28.5, 4.2, 0.8, -5.7, 6.8, -1.5, -31.1, 1.4
CCCN(CCC)S(=O)(=O)c1ccc(N2CCCC2=O)c([N+](=O)[O-])c1
→ -1.0, 4.3, 5.5, 16.3, 3.8, -3.3, -6.2, 4.7, -5.3, -6.7, 1.2
CCCn1c(SCC(=O)/C(C#N)=C(\C)N)n[nH]c1=O
→ 1.1, -6.9, -6.4, -5.5, 0.4, 1.3, -24.0, 0.4, -14.5, ., 0.7
CCOc1cc(/C=C(/C#N)c2ccc(F)cc2)ccc1OCc1ccc(C(=O)O)o1
→ -1.4, -12.1, 5.7, -15.2, 3.8, -8.8, 4.7, -0.1, -1.7, -6.9, 0.5
O=C(NC(=O)N1CCCCCC1)c1ccccc1
→ -1.2, 4.7, 8.6, -20.4, 1.1, -3.6, 16.2, 0.6, 7.2, -7.4, 1.8
Cc1cc(CNC(=O)C2(C(F)(F)F)CC(CCCO)CCCO2)nn1C (stereo unspecified)
→ -1.8, -10.2, 10.3, -11.4, 1.8, 10.8, -1.3, 1.6, 4.6, -19.5, 3.1
COc1ccc(N2C(=O)CCC(C(=O)O)C2c2ccc(OC)c(OC)c2)cc1 (stereo unspecified)
→ -1.9, -5.4, 9.8, 13.6, -0.5, -6.7, 0.7, 2.0, -14.6, -8.0, 0.8
COc1cc(-c2nc3n(n2)C(c2cccc(OC)c2OC)C2=C(CCCC2=O)N3)cc(OC)c1OC (stereo unspecified)
→ -2.1, 10.9, 11.0, 7.3, -1.1, -17.8, -10.5, 0.6, 14.2, -3.4, -2.0
CCN(CC)c1ccc2c(c1)OC(N)=C(C#N)C2c1cccnc1 (stereo unspecified)
→ 0.9, -3.0, -5.0, -0.7, 2.9, -4.1, 0.9, -1.7, -10.2, 9.5, 1.8
CCOc1ccc(Cc2c(Cl)nc(SC)nc2N(C)C)cc1
→ 1.5, 0.2, -7.4, 7.0, 4.0, -3.8, -0.6, 1.3, 13.8, -27.3, -1.9
Nc1ccc(OCc2ccco2)cc1
→ 0.1, -3.5, -0.7, 3.1, 1.1, 0.1, -8.8, -0.9, 18.5, -8.0, 0.2
O=C(Nc1ccc(C(O)(C(F)(F)F)C(F)(F)F)cc1)c1ccc(Cl)c([N+](=O)[O-])c1
→ 11.4, -4.4, -57.8, -15.5, 6.3, -19.3, -0.7, 5.1, -16.2, 13.0, 1.7
Cc1nn(-c2ccccc2)c(C)c1NC(=O)COC(=O)c1ccc(S(=O)(=O)C(F)F)cc1
→ -1.8, -3.1, 11.6, 20.3, 2.2, 2.4, 13.7, 3.8, -27.3, -6.3, 2.5
Cc1ccc(OCC(=O)Sc2ccc(C)cc2)cc1
→ 3.8, -1.3, -22.1, 6.5, 1.5, -1.1, -5.2, 1.3, -1.1, -7.9, -0.3
COc1cc(C(=O)N(CCc2ccccc2)C2CC3CCC(C2)N3C)cc(OC)c1OC (stereo unspecified)
→ 1.9, 4.3, -11.0, -4.5, 2.9, -6.3, 0.8, 1.7, 5.0, -0.1, 1.8
CC(C)c1onc(C(=O)NCc2ccccn2)c1[N+](=O)[O-]
→ -0.4, 9.2, 2.7, -4.3, 0.0, -0.2, 5.9, 3.4, -11.8, -0.3, -2.6
CCOc1ccc(NC(=O)C2CSC(c3ccncc3)=N2)cc1 (stereo unspecified)
→ -1.2, -3.7, 6.9, -10.3, 1.4, 5.1, 9.3, 2.1, 53.4, 32.6, 2.7
CC[C@@H](CC1CCCCC1)C(=O)N(Cc1ccccc1)c1ccccc1
→ 6.2, -2.0, -34.8, -8.8, 1.2, 5.0, -9.4, 2.0, 32.4, -10.8, 1.2
COC(=O)C1CCN(c2ccc(C(N)=O)cc2[N+](=O)[O-])CC1
→ -1.9, -0.5, 9.9, -34.5, 1.5, 14.7, -12.3, 2.4, 13.4, 10.6, 0.7
CC(C)NC(=O)Nc1ccc2c(c1)C(=O)N([C@@H](C)CO)C[C@@H](C)[C@@H](CN(C)S(=O)(=O)c1ccc(F)cc1)O2
→ -3.3, 2.8, 18.4, 12.8, 0.9, -7.1, -5.0, 1.7, -2.2, 6.7, 0.3
O=C(CCN1C(=O)C2C3C=CC(C4CC34)C2C1=O)Oc1ccc(Br)cc1 (stereo unspecified)
→ 2.1, -10.2, -15.6, 4.8, 2.7, 4.9, -0.5, 3.2, 13.6, 18.5, -2.0
CNS(=O)(=O)c1ccc(N2CCCC2=O)c([N+](=O)[O-])c1
→ 0.3, -5.9, -2.3, 9.1, 2.8, -3.9, -2.9, 2.1, -4.1, 6.6, 0.9
CC(=O)c1cccc(N(CC(=O)NC2CCCCC2)C(=O)Cn2nnc(-c3ccccc3)n2)c1
→ 1.3, 0.9, -10.3, -9.0, -1.5, 0.8, -6.8, 0.4, 21.4, -18.5, -4.4
CCS(=O)(=O)N1CCC(NC(=O)c2cc(OC)cc(OC)c2)CC1
→ -0.5, -3.5, 2.5, -0.9, 2.6, 6.8, 8.4, -0.4, -1.9, 15.4, 3.0
O=C(Cc1ccccc1F)Nc1nc(-c2ccc(F)cc2)cs1
→ 8.4, 0.6, -44.4, 0.9, 4.8, 1.5, 5.4, 2.2, 43.5, -16.9, 0.2

Screening results: PubChem, several laboratories
